# Screening data from PubChem.
# CRE Fsk mod = alters forskolin-stimulated CRE reporter signaling in CHO cells. 2.5% of 71,000 active. CHO CRE-bla reporter (cAMP response element driving beta-lactamase), forskolin EC10, beta-lactamase ratio. Potency, µM (series often up to 38.2 µM), inactives show top-dose activity change, negative = inhibition, hits mostly activators; active = well fitted activation curve with a large enough effect in the signal ratio, with a control signal flat, not every such curve was filed as active; inconclusive = small, poorly fitted or top-dose-only effect, or effect the other way, or a change in a side signal; the % refers to the signal ratio; also: potency is read from the fitted curve at half-maximal effect; % of control where 0% means no effect
#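 CHO CRE-bla cells, overnight plating in Opti-MEM with 0.5% dialyzed FBS; cpd titration + EC10 NKH 477, 3 h 37 °C; CCF4 2 h RT; ex 405/em 460 vs 530 ratio → %Activity, AC50.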
# Luciferase inh = firefly luciferase inhibition | P08659 | purified firefly luciferase, luminescence, 8 min | Potency, µM (highest dose often 57.1 µM), without a hit: at the top dose activity change, negative = inhibition, usual class: inhibitors | 2.2% of 72,000 active; also: potency is read from the fitted curve at half-maximal effect; % is scaled to controls: 0 for no effect and ±100 for the full control effect; nearly all actives have a fitted effect of over 40% in size
#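 Inhibition of light generation by firefly luciferase from ATP and luciferin was profiled with concentration-response curves per sample, ATP held at 10 uM within the enzyme's linear range. Plates were read by luminescence after an 8-minute ambient incubation.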
# Casp7 inh = blocks human caspase-7 allosterically or competitively; P55210; recombinant caspase-7, Ac-DEVD-AFC fluorescence rate; Potency, µM (doses to about 57.5 µM), without a hit: at the highest dose activity change, negative = inhibition, most hits filed as inhibitors; 0.02% of 75,000 active; AID 889; active = well fitted inhibition curve with a large enough effect in the main read-out, with a control signal flat, not every such curve was filed as active; inconclusive = small, poorly fitted or top-dose-only effect, or a change in a side signal; also: potency is read from the fitted curve at half-maximal effect; % of control where 0% means no effect
# BRCT PPI red = BRCT-phosphoprotein interaction inhibition (red fluorophore) | Potency, µM (top dose mostly 76.9 µM), inactives show at the top dose activity change, negative = inhibition, hits mostly inhibitors | BRCT-phosphopeptide binding, red fluorescence polarization | 0.03% of 75,000 active; also: % is scaled to controls: 0 for no effect and ±100 for the full control effect
#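 Fluorescence polarization: 100 nM His-tagged BRCA1 BRCT with 100 nM TAMRA-labelled phospho-BACH1 decapeptide, phosphate buffer pH 7.3 with 150 mM NaCl, DTT, 0.01% Tween 20; 12 min RT. Binding inhibition seen as FP decrease.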
# USP2a inh = blocks human ubiquitin-specific protease USP2a; USP2a enzymatic assay, qHTS inhibition; Potency, µM (top dose mostly 38.3 µM), for inactives: at the highest dose activity change, negative = inhibition, hits mostly inhibitors; 0.1% of 60,000 active; O75604; AID 927;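 also: potency is read from the fitted curve at half-maximal effect; nearly all actives have a fitted effect of over 60% in size; plate controls were DMSO for no effect and NEM full inhibition control for full effect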
#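 20 nM USP2 core + cpd, 30 min RT; add 20 nM Ub-PLA2/20 uM NBD C6-HPC; read Ex460/Em535 at 0 h and 2.5 h. Normalized to NEM; qHTS curve fit/classification.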
# Casp1 inh = blocks human caspase-1 allosterically or competitively; P29466; Caspase-1 enzyme, Ac-WEHD-AFC fluorogenic rate; Potency, µM (titrated, usually from 57.5 µM), for inactives: at the highest dose activity change, negative = inhibition, actives largely listed as inhibitors; 0.03% of 75,000 active; AID 900;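 also: potency is read from the fitted curve at half-maximal effect; plate controls were vehicle for no effect and no substrate for full effect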
# Tau fil binding = binds recombinant human tau filaments; P10636; recombinant tau filaments, thioflavin S fluorescence, 15 h; filaments grown with octadecylsulfate alongside compound; Potency, µM (series often up to 57.1 µM), for the others: top-dose activity change, negative = inhibition; 2% of 71,000 active; AID 596;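 also: potency is read from the fitted curve at half-maximal effect; % is scaled to controls: 0 for no effect and ±100 for the full control effect; actives lower thioflavin S fluorescence by blocking filaments or displacing dye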
#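 Read-out: ThS fluorescence, 450 nm excitation/510 nm emission; lower signal marks blocked filament formation or displaced dye. Tau at 1 uM with 30 uM ODS, 10 uM ThS, 5 mM DTT, 100 mM NaCl, 10 mM HEPES pH 7.4; 15 h, 37 C.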
# ERK AVP inh = inhibitors of vasopressin-stimulated ERK signaling pathway; HEK293-V1b, vasopressin-stimulated pERK AlphaScreen; Potency, µM (titrated, usually from 57.5 µM), for the others: at the top dose activity, negative = inhibition, most hits filed as inhibitors; 0.99% of 72,000 active; also: potency is read from the fitted curve at half-maximal effect; % is scaled to controls: 0 for no effect and ±100 for the full control effect; nearly all actives have a fitted effect of over 55% in size
#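 qHTS, compounds titrated on V1b-expressing HEK293 cells. Preincubation 30 min at 37C, vasopressin 25 nM for 5 min, lysis 10 min, bead incubation 5 hr at room temperature.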
# A350 autofl = A350 region autofluorescence; Compound autofluorescence, 340/450 nm, Alexa 350 dye-equivalents; stronger effect = higher value; max dye-equivalent concentration, M; 11% of 59,000 active; AID 590; in the data active = max dye-equivalent concentration above about 10 nM; inconclusive = mostly about 1.1 nM to 9.6 nM
# HEK293 cAMP ctrl = raises cAMP in parental HEK293 cells, TSHR agonist counter-screen | parental HEK293 CNG cAMP sensor, membrane potential fluorescence | Potency, µM (top dose mostly 57.1 µM), for the others: at the highest dose activation, actives largely listed as activators | 2.5% of 73,000 active; also: potency is read from the fitted curve at half-maximal effect; % of control where 0% means no effect; nearly all actives have a fitted effect of over 55% in size
#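 Parental HEK 293 cells stably expressing a cAMP-gated CNG channel were loaded with membrane potential dye containing 100 uM RO 20-1724 for 60 min. Compound added for 30 min; depolarization read as fluorescence intensity at 590 nm.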
# BRCT PPI green = BRCA1 BRCT-phosphoprotein interaction inhibition. P38398. BRCA1 BRCT-phosphopeptide binding, green fluorescence polarization. Potency, µM (titrated, usually from 76.9 µM), inactives show at the highest dose activity change, negative = inhibition, usual class: inhibitors. 0.05% of 75,000 active;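 also: potency is read from the fitted curve at half-maximal effect; plate controls were peptide without protein for full effect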
#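 Compounds were incubated for 12 min at room temperature with a complex of 100 nM fluorescein-tagged pBACH1 decapeptide and 250 nM His-tagged BRCT protein. Buffer was phosphate pH 7.3 with EDTA, DTT and Tween 20. Disruption of binding lowers the polarization signal.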
# The depositor's hits bear a star; i = inactive; ? = inconclusive; / = not tested or not shown; [ ] = dose if it differs, or a comment. Unless noted, calls follow the shape of the dose curve; as a rule, active = well fitted curve in the direction sought with a large enough effect; inconclusive = small, poorly fitted or top-dose-only effect, or another doubt; inactive = no such curve, though single readings can be large; an effect the other way counts as inactive or inconclusive.
# Each structure is followed by: A350 autofl	CRE Fsk mod	ERK AVP inh	HEK293 cAMP ctrl	BRCT PPI green	Tau fil binding	USP2a inh	Casp1 inh	Luciferase inh	Casp7 inh	BRCT PPI red
1. CCOC(=O)c1cc(-c2nnc(SCC(=O)Nc3ccc(F)cc3)o2)c(C)nc1C
  ?	?	-24%	26%	-0.3%	-2%	12%	1%	2%	0%	-0.6%
2. COc1ccc(CCNC2CCN(C)CC2)cc1OC
  i	-3%	-12%	2%	-1.0%	6%	-2%	-1%	1%	0%	1.1%
3. CC1=C(C(=O)NC2CCCC(C)C2C)C2(CCCCC2)OC1=O (stereo unspecified)
  /	0%	-6%	-1%	-1.1%	-21%	/	-1%	2%	0%	0.7%
4. Cc1ccc(-c2noc(C3CCCN(C(=O)c4ccccc4)C3)n2)o1 (stereo unspecified)
  ?	15%	-21%	?	2.2%	8%	0%	-2%	-18%	1%	0.3%
5. COc1ccc(Cl)cc1NC(=O)c1c(-c2ccccc2)noc1C
  i	?	-9%	30%	1.0%	59%	-1%	-3%	2%	-3%	0.4%
6. O=C(CN1C2CCCC1CC(NC(=O)c1ccco1)C2)Nc1ccccc1C(F)(F)F (stereo unspecified)
  i	?	-18%	9%	-0.6%	12%	20%	3%	-1%	-1%	-0.5%
7. COc1ccc(-c2oc3ncn(CCN4CCOCC4)c(=N)c3c2-c2ccc(OC)cc2)cc1
  1.9e-08M*	0.25µM*	?	-33%[inhibitor]	-1.9%	44%	38%[activator]	-1%	0%	0%	-1.5%
8. C=CCOC(=O)c1[nH]c2c(c1C)C(=O)CC(c1ccco1)C2 (stereo unspecified)
  /	0.5µM*	?	?	-0.5%	80%	/	-8%	3%	-15%	2.5%
9. CC(C)Oc1cc(O)c2c(c1)OCC=C2CCC(=O)O
  1.2e-08M*	-7%[7.6 µM]	7%[11.5 µM]	5%[11.4 µM]	0.0%[15.4 µM]	8%[11.4 µM]	/	-2%[11.5 µM]	2%[11.4 µM]	1%[11.5 µM]	-0.2%[15.4 µM]
10. CCOc1ccc(S(=O)(=O)Nc2ccc(S(=O)(=O)N3CCOCC3)cc2)cc1
  i	-6%	-3%	-5%	-0.6%	3%	2%	-1%	1%	-1%	-0.8%
11. O=C(COc1ccccc1)Nc1ccccc1N1CCN(c2ccccc2)CC1
  i	?	-6%	?	-0.3%	0%	-4%	-2%	1%	1%	-0.4%
12. CC1(O)C(=O)C=C2C=C(CCCCOCc3ccccc3)OC=C2C1=O (stereo unspecified)
  /	/	22%[11.5 µM]	-8%[11.4 µM]	2.3%[15.4 µM]	/	/	-6%[11.5 µM]	/	-12%[11.5 µM]	0.8%[15.4 µM]
13. O=C(Nc1ccon1)c1cccc(C(F)(F)F)c1
  /	/	/	-18%	1.7%	/	/	-4%	/	0%	-0.6%
14. COc1ccc(-c2cc(N)n(S(=O)(=O)c3c(F)c(F)c(F)c(F)c3F)n2)cc1OC
  i	21%	5µM*	12%	-2.4%	-9%	19%	-3%	-3%	-8%	1.8%
15. Cc1nn(C)c(C)c1CN(C)C(=O)c1cc2nc(-c3ccco3)cc(C(F)(F)F)n2n1
  1.4e-07M*	?	27%	?	-2.3%	4%	12%	?	-3%	-26%	-0.6%
16. Cc1cc(Cl)c(S(=O)(=O)Nc2ccc3c(c2)OCCO3)cc1OCC(N)=O
  i	18%	2%	7%	2.4%	-3%	4%	-2%	-9%	2%	-1.8%
17. CC(=O)NCCc1ccc(S(=O)(=O)Nc2cccnc2)cc1
  i	3%	3%	-1%	-3.7%	-4%	6%	3%	1%	1%	-0.8%
18. O=C(N1CCN(c2ccccc2)CC1)C(F)(F)C(F)(F)F
  /	?	38%[activator]	-4%[11.4 µM]	-2.6%	-5%[11.4 µM]	5%[7.66 µM]	-2%	1%	-12%	0.8%
19. Cc1cc(C(=O)CSc2nn(-c3ccccc3)c(=S)s2)c(C)n1Cc1ccco1
  i	?	14%	23%	0.8%	24%	32%[activator]	-4%	-2%	-5%	1.3%
20. O=C(c1ccco1)N1CCN(S(=O)(=O)c2ccc(S(=O)(=O)NC3CC3)cc2)CC1
  i	4%	5%	25%	-0.3%	-1%	2%	1%	-1%	-5%	0.2%
21. Cc1cc(C)c(NC(=O)CSc2nnc(-c3ccco3)n2N)c(C)c1
  i	?	-1%	4%	-2.6%	6%	-5%	1%	5%	-2%	0.2%
22. Cc1c(NC(=O)CSc2ccc3c(c2)OCCO3)c(=O)n(-c2ccccc2)n1C
  ?	-13%	0%	-1%	0.3%	0%	-5%	0%	-41%	7%	0.1%
23. O=C1C2C3C=CC(C2C(=O)N1CN1CCOCC1)C1C2C(=O)N(CN4CCOCC4)C(=O)C2C31 (stereo unspecified)
  i	16%[7.6 µM]	-7%[11.5 µM]	12%[11.4 µM]	-4.0%[15.4 µM]	-6%[11.4 µM]	/	1%[11.5 µM]	2%[11.4 µM]	-1%[11.5 µM]	-2.6%[15.4 µM]
24. CCn1c(N2CCN(CC(=O)c3c(C)n(C)c4ccccc34)CC2)nc2c1c(=O)[nH]c(=O)n2C
  i	10µM*	-14%	-1%	-1.0%	125%	43%[activator]	-1%	3%	1%	0.1%
25. CCCCn1c(SCC2CCCCO2)nc2cc(S(N)(=O)=O)ccc21 (stereo unspecified)
  i	9%	?	?	-0.9%	13%	18%	1%	-1%	-2%	1.4%
26. N#CC1=C(SCc2ccccc2Cl)NC(=O)C(C(N)=O)C1 (stereo unspecified)
  i	0%	-10%	4%	-0.1%	-19%	-8%	1%	-2%	1%	-1.0%
27. CCn1c(/C(C#N)=C(\O)CCc2ccccc2)nc2ccccc21
  i	?	-26%	4%	8.7%	33%	12%	-2%	2%	-4%	-2.5%
28. C[C@@H](NC(=O)/C(C#N)=C/c1ccc(O)c(O)c1)c1ccccc1
  /	?	?	11%	-1.6%	-42%	-14%	-1%	-4%	-2%	-1.2%
29. NC(=O)CSc1nnc(-c2ccc(S(=O)(=O)N3CCCC3)cc2)n1Cc1ccco1
  i	-4%	6%	2%	-0.9%	11%	3%	1%	1%	2%	0.8%
30. COc1ccc2[nH]c3nc(SCc4nnc(-c5ccccc5)o4)nnc3c2c1
  i	4µM*	-13%	19%	0.2%	?	29%	-10%	-40%	4%	1.0%
31. CCCCCCCC/C=C\CCCCCCCC(=O)N(CCO)CCO
  /	10µM*	-7%	-16%	-3.0%	78%	/	-13%	/	-17%	-2.8%
32. COc1cccc(OC)c1OCCCOc1c(OC)cccc1OC
  i	-14%	0%	26%	0.0%	-11%	7%	0%	0%	-2%	-0.6%
33. O=C(Cc1cccs1)NCc1ccncc1
  i	9%	-1%	2%	-2.3%	-10%	1%	2%	-1%	-1%	-1.9%
34. CCOC(=O)N1CCN(C(=O)c2nn(-c3cc(OC)cc(OC)c3)c(=O)c3ccccc23)CC1
  i	3%	3%	?	0.1%	4%	7%	1%	-2%	0%	-1.1%
35. Cc1cc(S(=O)(=O)N2CCN(Cc3ccc4c(c3)OCO4)CC2)cc(C)c1N1CCCC1=O
  /	?	/	2%	0.1%	21%	/	-3%	1%	-3%	-0.5%
36. CN(C)C(=O)c1ccc(-c2nc(Nc3ccncc3)c3ccccc3n2)cc1
  i	13µM*	-19%	-11%	12%	-1%	55%[activator]	1%	-10%[2.29 µM]	-2%	-4.8%
37. COc1ccccc1CNC(=O)c1oc2ccc(S(=O)(=O)N3CCCC3)cc2c1C
  i	?	18%	23%	-1.0%	56%	51%[activator]	-2%	5%	0%	-0.1%
38. CCCC(=O)N1CCN(c2ccc(C(=O)c3ccc(OC)c(Br)c3)cc2F)CC1
  /	13%	-20%	2%	-1.3%	261%	2%	-3%	1%	-1%	-1.6%
39. COc1ccc(-c2nc(-c3ccc(Br)cc3)no2)c(OC)c1
  i	-21%	-11%	-3%	0.4%	350%	5%	-1%	2.5µM*	-2%	-0.8%
40. CCCNS(=O)(=O)c1ccc(NC(=O)c2ccccn2)cc1
  ?	?	-9%	-3%	-1.5%	1%	2%	0%	-29%	0%	-1.6%
41. CCOC(=O)CCc1nn(C)c(=O)c2ccccc12
  i	12%	-19%	8%	-1.1%	-3%	2%	0%	5%	1%	0.4%
42. CCn1c(SCC(=O)Nc2sc(C)c(C)c2C#N)nnc1C(C)C
  i	25%	-3%	4%	1.0%	1%	5%	3%	2%	0%	0.9%
43. Cc1ccccc1NC(=O)NCCCN1CCN(C2CCCCC2)CC1
  i	5%	15%	7%	-1.6%	11%	-6%	-1%	1%	4%	0.7%
44. COc1ccccc1CNC(=O)C1CCC(CNc2c(N3CCOCC3)c(=O)c2=O)CC1 (stereo unspecified)
  /	-5%	2%	-4%	-1.5%	0%	/	-2%	3%	-2%	0.3%
45. COc1ccccc1-c1nc(C#N)c(N2CCC(Cc3ccccc3)CC2)o1
  1e-07M*	?	-12%	?	-1.2%	56%	-15%	-3%	4%	-3%	-0.2%

# Compounds as they come; about 16% have a hit in one of these screens.
